Screening results from PubChem BioAssay.
Lamin A splicing: qHTS Assay for Modulators of Lamin A Splicing; HeLa LMNA splicing GFP/RFP minigene ratio, 48 h; Potency, µM (top dose mostly 46.1 µM), without a hit: top-dose ratio change, negative = inhibition, most hits filed as inhibitors; hit rate 0.01% among 200,000; AID 1487, 2009; active = well fitted inhibition curve with a large enough effect in the signal ratio, with a control signal flat, not every such curve was filed as active; inconclusive = small, poorly fitted or top-dose-only effect, or effect the other way, or a change in a side signal; the % refers to the signal ratio; note: % is set by controls: 0 for no effect and ±100 for the full control effect
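S3 HeLa cells stably expressing lamin A-EGFP splicing minigene plus DsRed2, 600 cells/well, 48 h compound exposure at 37C. Laser-scanning cytometry; analysed as GFP (500-530 nm)/RFP (575-640 nm) total intensity ratio; 0.5% DMSO vehicle.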
RGS12 GoLoco inh: qHTS Assay for Inhibitors of RGS12 GoLoco Motif Activity (Red Fluorophore); Guanine nucleotide-binding protein G(i) subunit alpha-1 (Homo sapiens), P63096; Gai1:RGS12 GoLoco peptide FP, rhodamine, 10 min; Potency, µM (top dose mostly 61.6 µM), without a hit: top-dose activity, negative = inhibition, hits mostly inhibitors; hit rate 0.44% among 230,000; active = well fitted inhibition curve with a large enough effect, not every such curve was filed as active; inactive = no such curve, though single readings can be large or run the other way; note: % is set by controls: 0 for no effect and ±100 for the full control effect; nearly all actives have a fitted effect of over 30% in size; many of its hits are not listed in these tables
Target sequence (P63096 whole entry, looked up): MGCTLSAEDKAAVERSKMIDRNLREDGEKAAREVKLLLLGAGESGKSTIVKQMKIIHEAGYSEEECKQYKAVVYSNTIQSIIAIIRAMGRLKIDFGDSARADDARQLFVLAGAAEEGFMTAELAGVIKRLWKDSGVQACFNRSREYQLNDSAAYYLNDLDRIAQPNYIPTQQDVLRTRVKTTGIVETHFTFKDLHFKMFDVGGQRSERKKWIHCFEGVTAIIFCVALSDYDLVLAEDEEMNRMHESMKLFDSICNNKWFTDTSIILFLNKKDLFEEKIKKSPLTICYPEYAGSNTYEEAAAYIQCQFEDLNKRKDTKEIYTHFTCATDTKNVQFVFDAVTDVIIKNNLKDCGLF
JMJD2E inh: qHTS Assay for Inhibitors of Human Jumonji Domain Containing 2E (JMJD2E); JMJD2E catalytic domain, FDH-coupled NADH fluorescence (FDH is formaldehyde dehydrogenase); Lysine-specific demethylase 4E (Homo sapiens), B2RXH2; hit rate 1.6% among 230,000; Potency, µM (top dose mostly 57.1 µM), for inactives: at the highest dose activity change, negative = inhibition, actives largely listed as inhibitors; AID 2147, 2009; active = well fitted inhibition curve with a large enough effect, not every such curve was filed as active; inconclusive = small, poorly fitted or top-dose-only effect, or another doubt; inactive = no such curve, though single readings can be large or run the other way;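 note: 0% = wells with enzyme and -100% = buffer wells without enzyme; nearly all actives have a fitted effect of over 50% in size; many of its hits are not listed in these tables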
Target sequence (B2RXH2 1-337 limits assumed): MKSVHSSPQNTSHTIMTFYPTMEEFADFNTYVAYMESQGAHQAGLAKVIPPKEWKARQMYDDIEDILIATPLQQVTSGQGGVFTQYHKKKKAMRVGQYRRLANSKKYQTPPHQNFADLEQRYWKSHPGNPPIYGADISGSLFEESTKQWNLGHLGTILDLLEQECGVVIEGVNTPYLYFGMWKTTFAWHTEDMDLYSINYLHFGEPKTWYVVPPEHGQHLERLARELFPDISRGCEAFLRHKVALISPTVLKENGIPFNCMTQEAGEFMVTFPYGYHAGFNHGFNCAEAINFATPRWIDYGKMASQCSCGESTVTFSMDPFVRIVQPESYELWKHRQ
TexasRed fluor: Total Fluorescence Counterscreen for Inhibitors of the Interaction of Thyroid Hormone Receptor and Steroid Receptor Coregulator 2; TRb/SRC2 Texas Red total fluorescence interference; Potency, µM (titrated, usually from 106 µM), for the others: at the top dose fluorescence change, negative = quenching; hit rate 0.29% among 280,000; active = well fitted curve in either direction with a large enough effect; inconclusive = small, poorly fitted or top-dose-only effect; note: % is set by controls: 0 for no effect and ±100 for the full control effect
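Human TRb ligand-binding domain at 0.6 uM with 20 nM Texas Red SRC2 peptide in Tris buffer containing 1 uM T3 and 5% DMSO, incubated with compound 5 h at ambient temperature. Total fluorescence (555/632 nm) calculated as parallel + 2 × perpendicular.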
SMN2 splice up: qHTS Assay for Enhancers of SMN2 Splice Variant Expression | Potency, µM (series often up to 46.1 µM), inactives show at the top dose activity change, positive = activation, most hits filed as activators | hit rate 2.8% among 210,000 | HEK293 SMN2-luciferase splicing reporter, luminescence, 30-36 h | AID 1458, 2008; note: % of control where 0% means no effect; nearly all actives have a fitted effect of over 55% in size
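qHTS luciferase splicing reporter: luminescence rises when SMN2 exon 7 is included in transfected HEK293 cells. Compound exposure lasted 30-36 h at 37C, with 4.5 mM final sodium butyrate as control, followed by a ONE-Glo read.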
ALDH1A1 block: qHTS Assay for Inhibitors of Aldehyde Dehydrogenase 1 (ALDH1A1) | hit rate 7.3% among 220,000 | Purified ALDH1A1, NADH fluorescence, propionaldehyde substrate | Potency, µM (series often up to 75.3 µM), inactives show at the highest dose activity, negative = inhibition, usual class: inhibitors | Aldehyde dehydrogenase 1A1 (Homo sapiens), P00352; active = well fitted inhibition curve with a large enough effect, not every such curve was filed as active; inconclusive = small, poorly fitted or top-dose-only effect, or another doubt; inactive = no such curve, though single readings can be large or run the other way;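 note: plate controls were no enzyme wells and a reference inhibitor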
TRb SRC2 PPI: qHTS for Inhibitors of the Interaction of Thyroid Hormone Receptor and Steroid Receptor Coregulator 2. Thyroid hormone receptor beta (Homo sapiens), P10828. TRbeta-SRC2 peptide binding, fluorescence polarization; receptor liganded with 1 µM T3. Potency, µM (series often up to 106 µM), without a hit: at the highest dose activity change, negative = inhibition, usual class: inhibitors. hit rate 0.065% among 280,000. AID 1469, 2008;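 note: plate controls were bound peptide for no effect and peptide without receptor for full effect; nearly all actives have a fitted effect of over 50% in size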
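Quantitative HTS by FP: 0.6 uM TRb LBD, 20 nM labeled SRC2 20-mer, 1 uM T3, 5% DMSO; 5 hr ambient incubation; % activity per concentration and potencies from concentration series.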
RECQ1 inh: qHTS Assay for Inhibitors of RecQ-Like Dna Helicase 1 (RECQ1); ATP-dependent DNA helicase Q1 (Homo sapiens), P46063; RECQ1 DNA unwinding, red fluorescence kinetic read; Potency, µM (series often up to 57.3 µM), without a hit: top-dose activity, negative = inhibition, usual class: inhibitors; hit rate 0.54% among 240,000; AID 2549, 2010;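 note: plate controls were vehicle for no effect and no enzyme for full effect; nearly all actives have a fitted effect of over 30% in size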
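RECQ1T1 50 nM; forked duplex (20 bp + 30-nt ss tails) 200 nM, ATP 2 mM final; pH 8.0, 2 mM MgCl2, 2.5 ug/ml poly(dI-dC); 15 min compound preincubation; discontinuous kinetic read over 2 h at RT.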
* = called active by the depositor; i = inactive; ? = inconclusive; nt = not tested or not shown; & = joins results of further samples; ! = a repeat was not active; [ ] = dose if it differs, or a comment. Unless noted, calls come from the whole dose curve; as a rule, active = well fitted curve in the direction sought with a large enough effect; inconclusive = small, poorly fitted or top-dose-only effect, or another doubt; inactive = no such curve, though single readings can be large; an effect the other way counts as inactive or inconclusive. Potency is the fitted concentration of half-maximal effect. Only part of the results is shown; the hit share may differ from the screen's.

SMILES | Lamin A splicing | RGS12 GoLoco inh | JMJD2E inh | TexasRed fluor | SMN2 splice up | ALDH1A1 block | TRb SRC2 PPI | RECQ1 inh
N[C@H](C(=O)O)c1cc(O)cc(O)c1 | -18% | -6%&2%&2%&6% | 16µM*! | ? | 12%&-6% | -9%&9%&2% | 0%&-3%&0%&2% | ?
COc1ccc2nc(SCC(=O)NC(C)(C)C)[nH]c2c1 | 12% | 4% | 4% | -4% | -15% | 12% | -8% | i
Cc1cc(NC(=O)COC(=O)c2c(C)noc2C)ccc1Br | nt | 3% | 3% | -2% | 7% | 5% | -1% | -3%
C=CCN1C(=Nc2cccnc2)SCC1(O)c1ccc(C)cc1 (configuration not stated) | ? | nt | -4% | 6% | nt | 13% | 4% | i
CSc1ncccc1C(=O)OCC(=O)c1cc2ccccc2o1 | -3% | 6% | -10% | -2% | 5% | -11% | -7% | i
CCOc1ccc(S(=O)(=O)Nc2nc3ccccc3nc2-n2ccc(=NC(=O)c3cccs3)cc2)cc1 | -9% | 5% | ? | -3% | 8% | ? | -4% | -2%
Cc1ccc([N+](=O)[O-])c2c1C(N1CC(C)OC(C)C1)C(C)(C)O2 (configuration not stated) | 29%[9.22 µM] | 2% | 4% | 0% | 3% | ? | 8% | i
O=C(NC1C(=O)NNC1c1ccccc1)c1ccccc1 (configuration not stated) | 13% | -32% | -24% | -2% | 11% | 5% | -5% | -11%
COCCCn1c(SCC(=O)N(C)C)nnc1-c1ccccc1 | 1% | 3% | 4% | 1% | -9% | 6% | -7% | -7%
Cc1cccc(NC(=O)Cn2cccc2)c1 | -11% | -6% | 4% | 2% | 2% | 1% | 4% | -1%
S=C(Nc1ccccc1)c1nc2ccccc2s1 | ? | 18% | 0% | -1% | 11µM* | -11% | -1% | -1%
O=C(CNC1CCCCCC1)Nc1ccccc1N1CCCCC1 | 6% | 8% | ? | 1% | -21% | -9% | -14% | -9%
C#CCNC(=O)C1=C[C@H](c2csc3ccccc23)C[C@H](OCCCCO)O1 | nt | 3% | -11% | 0% | nt | ? | 1% | 7%
Cc1ccc(CNS(=O)(=O)c2cn(C)cn2)cc1 | -9% | 0% | 0% | 0% | 5% | 8% | -11% | -3%
Cc1cc(C)c2c(=O)[nH]c(SCC(=O)N3CCCCC3)nc2n1 | -1% | -2% | ? | 1% | 4% | ? | -3% | -5%
O=[N+]([O-])c1ccc2nnn(O)c2c1 | -5% | -3% | -3% | -4% | 25% | -1% | -4% | -2%
CCn1c(=NC(=O)CN2C(=O)CCC2=O)sc2c(OC)ccc(OC)c21 | 10% | 10% | ? | -2% | -27% | ? | -9% | -1%
COC(=O)c1ccc(NC(=O)CN(C)S(=O)(=O)c2ccc(OC)c(C)c2)cc1 | 13% | 9% | -4% | 3% | -7% | ? | -24% | -15%
COc1ccc2cnn(Cc3ccccc3)c(=O)c2c1OC | -4% | nt | -3% | 1% | nt | 3.5µM* | 8% | -5%
CCOCCCNCc1ccc(OCc2ccccc2C)c(OC)c1 | nt | -11% | -10% | -2% | -15% | 6% | 3% | i
CC(=O)c1ccc(NC(=O)Nc2ccc([N+](=O)[O-])cc2)cc1 | ? | 7% | -4% | -1% | 13µM* | 12% | 2% | -2%
Cn1c(CNc2ccc(Cl)cc2)nnc1SCC#N | 10%[46 µM] | 15% | 11% | 0%[53 µM] | nt | 8% | 7%[53 µM] | 1%
CCN1C(=O)/C(=C/c2cccs2)N(C)C1=S | -10% | 8% | 0% | -7% | -7% | ? | -8% | -3%
O=c1c(-c2ccc(Cl)cc2)nc2cncnc2n1Cc1ccccc1Cl | nt | 3% | nt | nt | -2% | -16% | nt | -7%
CC(C)N(C(=O)NC(=O)Nc1ccc(S(=O)(=O)N2CCCC2)cc1)S(C)(=O)=O | -10%[46 µM] | -7% | 4% | 0% | 1% | 1% | -7% | 13%
CC(=O)Oc1ccc(/C=N/NC(=O)CCSc2ccccc2)cc1 | ? | 4% | -3% | -1% | -64%[inhibitor] | -9% | 2% | -1%
O=C(Nc1ccccc1N1CCOCC1)c1cccc(F)c1 | 13%[46 µM] | 10% | 9% | 3% | -17% | -2% | 2% | -18%
COc1ccc(C(=O)COC(=O)C(CCSC)NS(=O)(=O)c2ccc(Cl)cc2)cc1 (configuration not stated) | -8% | 2% | 5% | 1% | -8% | ? | -3% | -5%
Cc1ccnc(N/N=C/c2ccccc2)n1 | -14% | 3% | 0% | 1% | 13µM* | 13% | -4% | 0%
CNS(=O)(=O)c1cccc(C(=O)OC2CCCCC2=O)c1 (configuration not stated) | 10% | -6% | 6% | 2% | -2% | ? | -5% | 6%
Cc1cc(C)n(-c2nc3ccccc3nc2N2CCN(C(=O)c3ccccc3)CC2)n1 | -6% | -2% | -2% | 0% | ? | 13µM* | -6% | 9%
COc1ccc(C(=O)Nc2ccncc2)cc1OC | -8% | -7% | -5% | -1% | -1% | 24% | -4% | i
S=c1[nH]nc(Cc2sc(-c3ccccc3)nc2-c2ccccc2)o1 | 2% | -2% | 1% | 1% | 9% | ? | -3% | i
CC1Cc2ccccc2N1C(=O)Cn1cc([N+](=O)[O-])cn1 (configuration not stated) | 0% | 10% | -10% | 0% | -9% | 2% | -4% | -12%
COc1ccc(-c2nc(CSCC(=O)NC3CCCc4ccccc43)c(C)o2)cc1OC (configuration not stated) | 9% | 3% | ? | 1% | -8% | ? | -5% | -14%
CC(=O)c1sc(-c2ccc(Cl)cc2)nc1C | -4%[46 µM] | 12% | -5% | -6% | 27% | 3% | -3% | i
Clc1ccc(-c2cnc3n2CCCCC3)cc1 | 2%[46 µM] | -7% | 4% | -2% | -45%[inhibitor] | -3% | -4% | 1%
O=C(c1ccccc1)c1ccc(OCC(O)CN2CCCCC2)cc1 (configuration not stated) | -10% | -3% | 2% | -5% | -2% | -3% | -6% | i
C=C(C)C1COc2cc3oc(=O)ccc3cc2O1 (configuration not stated) | nt | -1% | ? | -1% | 19% | ? | 1% | i
CCS(=O)(=O)c1ccc(O)c(NC(=O)c2cc(OC)c(OC)c(OC)c2)c1 | -5% | -5% | 2% | 0% | 1% | 16µM* | 1% | 0%
CN(C)c1ccc(C2NCCS2)cc1 (configuration not stated) | -2% | 16% | 5% | -5% | -9% | 1µM* | -5% | i
Fc1ccc(Nc2ccnc(-c3ccccc3C(F)(F)F)n2)cc1 | -29% | 7% | nt | nt | nt | 2% | nt | -2%
O=C(COC(=O)c1nc(Cl)ccc1Cl)Nc1ccccc1OC(F)F | 7%[46 µM] | 8% | -1% | -2% | 7% | ? | 1% | -17%
COc1cc(NC(=S)Nc2ccccn2)cc(OC)c1OC | -2%[46 µM] | 5% | 4% | -5% | 9% | -12% | -2% | 0%
O=c1oc(-c2ccccc2NS(=O)(=O)c2ccc(Cl)cc2)nc2ccccc12 | nt | 89%[activator] | -20% | -5% | nt | ? | 2% | i
CCOc1cccc(C(=O)NC(=S)Nc2ccc(Cl)cc2C(=O)O)c1 | nt | 7% | ? | -3% | -1% | ? | -3% | -13%
CC(NC(=O)c1ccccc1Cl)C(=O)O (configuration not stated) | 7% | -9% | 3% | -3% | ? | 5% | -2% | i
CO[C@H]1COC(=O)[C@@H](Cc2ccccc2)NC(=O)[C@@H](C)COC(=O)C/C=C\[C@@H]1C | nt | nt | nt | -1%[11.2 µM] | nt | 0%[13.5 µM] | 3%[11.2 µM] | 17%[11.5 µM]
O=C(c1ccccc1Cl)N1CCC(c2nc3c(nnn3Cc3ccco3)c(=O)[nH]2)CC1 | -10% | -1% | -5% | -5% | 9% | 28µM* | 4% | i
CCc1ccc(N(C(=O)c2csnn2)C(C(=O)NCc2ccccc2)c2ccco2)cc1 (configuration not stated) | 4% | -7% | -1% | 1% | -11% | 7.9µM* | -23% | -11%
CCCN1CCN(C(=O)Cn2c(=O)oc3cc(S(=O)(=O)NCc4ccccc4)ccc32)CC1 | -6% | -7% | -5% | 0% | -9% | 5% | 6% | -1%
CCn1c(COc2ccc(OC)cc2)nnc1SCc1nc2ccccc2c(=O)[nH]1 | 3%[46 µM] | 14% | 0% | -1% | -4% | 4% | -5% | 9%
c1ccc(-c2c(-c3ccccc3)n(Cc3ccco3)c3ncnc(NCCCn4ccnc4)c23)cc1 | 0% | 9% | ? | 4% | 5% | ? | -16% | -2%
COC(=O)c1cc2occc2n1Cc1c(F)cccc1Cl | 22% | -19% | -2% | 2% | 2% | 13µM* | -4% | -4%
COCCCNC(=O)CSc1nc2ccccc2c(=O)n1CCCC(=O)NCC1CCCO1 (configuration not stated) | -1% | -4% | 4% | -2% | 1% | 7% | -7% | i
COn1c(-c2ccc(Cl)cc2)nc2ccc(Cl)cc21 | 15% | 12% | 17% | 2% | 13% | 4% | -5% | i
COCCn1c(=O)c(-c2ccc(F)cc2)nc2cnc(Oc3ccccc3)nc21 | -3% | -7% | nt | nt | nt | ? | nt | -2%
Cc1ccc(C)c(N2CC(=O)N(c3cc(C)ccc3C)CC2=O)c1 | -13% | 9% | 4% | -1% | -22% | 8% | -19% | i
N/C(=N\OC(=O)COc1ccc([N+](=O)[O-])cc1)c1ccc(Br)cc1 | nt | 8% | 2% | -2% | -12% | 5% | -6% | -9%
